Source: PubChem
CHX counter = counter-screen for Shiga toxin inhibitors: cycloheximide protein synthesis inhibition | cell reporter, cycloheximide protein synthesis inhibition counterscreen | max response, % | hit rate 12% among 300,000 | AID 2314; in the data active = max response mostly above about 13%, no sharp cut-off; inactive = mostly below about 14%; also: read at 38.3 µM for the half of the compounds with a filed dose; 0% is about no effect
Pf growth 96h = P. falciparum growth inhibition at 96 hour, primary screen for plastid delayed-death inhibitors | P. falciparum luciferase reporter growth, 96 h | Potency, µM (highest dose often 28.7 µM), inactives show at the highest dose activity change, negative = inhibition, most hits filed as inhibitors | hit rate 6.9% among 320,000; also: potency is read from the fitted curve at half-maximal effect; % is scaled to controls: 0 for no effect and ±100 for the full control effect
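Plates of compound plus infected erythrocytes (2% hematocrit, 0.05% parasitemia final) incubate 96 hours, 37 C, 5% CO2. Detection reagent added; reduced luminescence from the parasites' luciferase reporter flags inhibition.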
Shiga toxin inh = blocks Shiga toxin action in Vero cells; Vero cells, Shiga toxin protein synthesis inhibition reporter; inhibition, % at 38.7 µM; hit rate 9.2% among 290,000; AID 2315; in the data active = inhibition mostly above about 28%, no sharp cut-off; inactive = mostly below about 43%; also: 0% is about no effect
Pf growth 48h = inhibits P. falciparum growth in the first generation, 48 h. P. falciparum luciferase growth in erythrocytes, 48 h. Potency, µM (series often up to 28.7 µM), inactives show top-dose activity change, negative = inhibition, actives largely listed as inhibitors. hit rate 5.9% among 310,000. AID 504832; also: potency is read from the fitted curve at half-maximal effect; % is scaled to controls: 0 for no effect and ±100 for the full control effect
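Growth was read as firefly luciferase luminescence after a 48 h, 37 C, 5% CO2 exposure of compounds to reporter-bearing P. falciparum cultures (0.1% parasitemia, 2% hematocrit final) in Albumax-supplemented RPMI 1640.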
FBPA Giardia inh = Giardia lamblia aldolase inhibition | hit rate 0.71% among 290,000 | Potency, µM (series often up to 59.6 µM), for the others: at the top dose activity, negative = inhibition, usual class: inhibitors | A8B2U2 | purified Giardia FBPA; also: potency is read from the fitted curve at half-maximal effect; % is scaled to controls: 0 for no effect and ±100 for the full control effect; nearly all actives have a fitted effect of over 55% in size
Target sequence (A8B2U2 whole entry, looked up): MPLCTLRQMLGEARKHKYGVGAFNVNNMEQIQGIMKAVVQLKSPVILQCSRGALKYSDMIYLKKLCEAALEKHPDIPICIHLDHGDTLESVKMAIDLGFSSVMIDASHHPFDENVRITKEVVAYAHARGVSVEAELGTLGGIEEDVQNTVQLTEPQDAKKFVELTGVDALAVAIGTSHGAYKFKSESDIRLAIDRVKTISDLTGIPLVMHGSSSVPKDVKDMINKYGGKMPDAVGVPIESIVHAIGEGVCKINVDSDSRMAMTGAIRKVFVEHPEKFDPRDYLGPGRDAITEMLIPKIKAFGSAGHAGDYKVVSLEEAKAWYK
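40 nM FBPA preincubated 10 min at RT with compound (up to 57.5 uM final), then substrate plus GAPDH/TPI/NAD/arsenate coupling and diaphorase/resazurin added. Fluorescence read after 20 min at RT, 525/598 nm.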
Sm TGR block = S. mansoni TGR enzyme inhibition; purified TGR, DTNB reduction, TNB absorbance 405 nm; Potency, µM (highest dose often 114 µM), for inactives: at the top dose activity change, negative = inhibition, hits mostly inhibitors; hit rate 3% among 360,000; AID 485364; also: potency is read from the fitted curve at half-maximal effect; % is scaled to controls: 0 for no effect and ±100 for the full control effect; nearly all actives have a fitted effect of over 60% in size
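Kinetic colorimetric format: TGR-catalysed, NADPH-driven DTNB reduction monitored via TNB absorbance. Enzyme dispensed at 20 nM; compound exposure 15 min at room temperature before reaction start.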
* hit, by the source's call; ? = inconclusive; nt = no result given; & = joins results of further samples; ! = not confirmed by another sample; [ ] = another dose, or the depositor's remark. Unless noted, calls follow the shape of the dose curve; as a rule, active = well fitted curve in the direction sought with a large enough effect; inconclusive = small, poorly fitted or top-dose-only effect, or another doubt; inactive = no such curve, though single readings can be large; an effect the other way counts as inactive or inconclusive. An unsorted share of the library (roughly 24% active in at least one column).

compound,CHX counter,Pf growth 96h,Shiga toxin inh,Pf growth 48h,FBPA Giardia inh,Sm TGR block
O=C(COC(=O)c1ccc(F)cc1)Nc1cc(S(=O)(=O)N2CCOCC2)ccc1N1CCCC1,-1,-25%,14,-20%,1%,-12%
CCOc1ccccc1NC(=O)CSc1nc(=O)n(Cc2ccncc2)c2c1CCC2,nt,?,nt,?,nt,1%
c1ccc(-c2ncc3ccccn23)cc1,15*,?,59,?,?,40µM*
CC1(C)OC(=O)C(=NNc2ccc(Cl)cc2)C(=O)O1,60*,-8%,63*,nt,-8%,4%
COc1ccccc1NC(=O)Nc1nn(C)c2cccc(OC)c12,0,12µM*,3,?,-20%,9%
COCCNc1nnc(SC(C)C(=O)Nc2c(C)n(C)n(-c3ccccc3)c2=O)s1 (configuration not stated),-1,15%,-6,10%,nt,-2%
COc1cc(C(=O)Oc2c(OC)cc(C(=S)N3CCOCC3)cc2OC)cc(OC)c1OC,-1,?,-3,0%,2%,1%
CC(=O)NCCc1c(C)n(Cc2ccccc2)c2ccccc12,-2,23%,-10,11%,5%,-8%
O=C(Cc1ccccc1)Nc1sc2c(c1C(=O)Nc1ccc(Cl)cc1)CCCC2,31*!,nt,38&19,nt,nt,0%
COc1cc(OC)cc(C(=O)NCc2n[nH]c(=S)n2-c2ccccc2OC)c1,-2,56%[activator],-3,?,-17%,-21%
COc1cc(OC)cc(C(=O)N2CCN(C(=O)c3ccc(-c4ccccc4)cc3)CC2)c1,-3,-28%,28,13%,-5%,11%
CC(C)(C)C(=O)/C=c1\[nH]c(=O)/c(=C\c2ccc(C#N)cc2)s1,-3,-104%,-3,nt,-5%,14%[11.4 µM]
Cc1ccc(C2=NS(=O)(=O)N(C)C(C(=O)NCc3ccccc3)=C2)cc1,-4,?,-3,7%,12%,0%
CN(C)c1ccc(/C=N/NC(=O)c2ccccc2O)o1,20*,?,131*,15%,-22%,22µM*
O=C(NCC1CCCO1)C1CCCCN1S(=O)(=O)c1ccc(F)cc1 (configuration not stated),-5,0%,-5,3%,1%,-2%
O=C(NCc1cccnc1)c1cc(S(=O)(=O)N2CCCC2)c(Cl)cc1Cl,-3,-10%,28,2%,4%,0%
COc1sc(SC)cc1/C=N/NC(=O)c1ccncc1,-1,15%,5,10%,15%,-9%
O=C(Cc1ccc(Br)cc1)NC1CCN(Cc2ccccc2)CC1,-6,-22%,-16,-12%,6%,2%
CC1CCCC(NC(=O)c2cc(S(=O)(=O)N3CCOCC3)ccc2F)C1C (configuration not stated),-1,15%,-3,15%,-5%,-15%
CN(C)CCCNC(=O)c1cc(C(=O)Cc2ccccc2)c[nH]1,-4,11%,-2,2%,3%,nt
CCCNC(=O)NC(=O)COC(=O)c1ccc(S(=O)(=O)N(C)c2ccccc2OC)cc1,5,-8%,-3,-7%,-8%,17%
O=S(=O)(c1ccccc1)c1ncc(C(F)(F)F)cc1O,-5,1%,-7,14%,1%,-8%
Cc1cc(=O)[nH]c2ccc(S(=O)(=O)Nc3ccccc3)cc12,-4,?,10,2%,-7%,3%
COc1ccc(/C=N/NC(=O)C2c3ccccc3-c3ccccc32)cc1,-3,3%,-14,-14%,-3%,3%
CCOc1ccc2oc(C(=O)N3CCN(c4ccccn4)CC3)c(C)c2c1,13,13µM*,-2,-15%,nt,-10%
CCn1c(=O)c(C(=O)NNC(=O)c2ccccc2Br)c(O)c2ccccc21,-2,8%,15,22%,8%,0%
CN(C)C(=O)c1cc(C(=O)c2ccccc2Cl)c[nH]1,29*,?,28,21%,-2%,7%
CCN1CCN(CC(=O)N2N=CCC2c2ccccc2)CC1 (configuration not stated),-2,24%,19,17%,7%,15%
COc1ccc(-c2ccc(SCC(=O)Nc3cc(C)on3)nn2)cc1OC,22*,104%[activator],100*,35%[activator],0%,-13%
CCOc1ccc(N2C(=O)CC(N3CC(C)OC(C)C3)C2=O)cc1 (configuration not stated),1,nt,-9,24%,4%,-24%

Next records
compound,CHX counter,Pf growth 96h,Shiga toxin inh,Pf growth 48h,FBPA Giardia inh,Sm TGR block
O=C1NC(c2cccc(Br)c2)=N/C1=C\c1ccco1,70*,82%[activator],86*,42%,?,79µM*
CCOc1ccccc1NC(=O)NC1CCCc2ccccc21 (configuration not stated),-3,-3%,-4,-10%,1%,2%
COc1ccccc1/C=N/NC(=O)CNC(=O)c1ccccc1,1,13%,27,0%,3%,7%
Brc1ccc(CNc2ccc3ncccc3c2)cc1,30*,0%,42*,136%[activator],-13%,3%
CCCCOC(=O)c1ccc(NC(=O)C(=O)NCc2ccco2)cc1,-3,33%[5.75 µM],5,20%,5%,1%
CCN1CCN(CCNC(=O)c2ccc(/C=C3/Sc4ccccc4N(Cc4cccc(Cl)c4)C3=O)cc2)CC1,-10,?,-32,?,1%,6%
CCOC(=O)C1CCN(C(=O)c2ccc(OC3CCN(C(=O)CCOC)CC3)cc2)CC1,7,15%,2,20%,-1%,3%
CC(C)N(c1ccccc1)c1ccc(NC(=O)CCl)cc1,0,10µM*,-7,10µM*,0%,14µM*
O=C(Nc1cccc(F)c1)C1CCN(C(=O)c2ccc(Br)cc2)CC1,8,-28%,12,nt,-1%,-8%
O=C(NCc1ccc2c(c1)OCO2)C1CCC(CNS(=O)(=O)c2ccc(Cl)cc2)CC1 (configuration not stated),-2,16%,2,nt,-4%,8%
CCOc1ccc(NC(=O)CN(C)C(=O)c2c(-c3ccccc3)noc2C)cc1OCC,nt,?,nt,?,nt,1%
Cc1oncc1C(=O)NC(C)C,-2,nt,-15,20%,-1%,2%
COc1ccc(/C=C2/CC/C(=C\c3ccc(OC)c(OC)c3OC)C2=O)c(OC)c1OC,-2,29%,-4,?,-4%,4%
CC(=O)Nc1sc(N)nc1-c1ccccc1,-6,?,-25,nt,1%,0%
CCC(CC)c1nc(NCCC(=O)O)c2ccccc2n1,-1,0%,3,-6%,0%,3%
Cc1ccc(NC(=O)c2cc(N3C(=O)C4CC=CCC4C3=O)ccc2N2CCOCC2)cc1Cl (configuration not stated),-3,10%,-9,18%,-5%,-25%
CCCc1nnc(NC(=O)c2cc3ccccc3oc2=O)s1,-1,61%[activator],10,36%[activator],-5%,-1%
CC(CNS(=O)(=O)c1cc(Cl)ccc1Cl)CN(C)C (configuration not stated),-3,12%,-9,2%,0%,4%
O=CN1CCN(C(=S)NC(=O)c2ccc(Cl)cc2)CC1,2,9%,14,-2%,10µM*,-16%
COc1ccccc1CNC(=O)COC(=O)C1CCN(S(=O)(=O)c2ccc(C)c(C)c2)CC1,nt,21%,nt,-12%,nt,-11%
Cc1cc(C(=O)NCc2ccco2)cs1,14,nt,15,1%,-5%,3%
CCCCCCCCC(=O)NC(NC(=S)N1CCOCC1)C(Cl)(Cl)Cl (configuration not stated),1,?,18,?,-1%,-9%
O=C(NNC(=O)C12CC3CC(CC(Cl)(C3)C1)C2)c1csc(N2CCOCC2)n1,-6,-24%,-9,?,nt,1%
NC(N)=N/N=C/c1ccc2cccc(OCc3ccccc3)c2n1,1,?,5,?,-11%,-2%
CC(=O)N1CCc2cc(S(=O)(=O)NCCC(=O)N3CCN(Cc4ccccc4)CC3)ccc21,-3,?,-17,?,1%,-20%
O=C(CCn1cccn1)Nc1ccc(-c2ccno2)cc1,33*,6%,34*,46%[activator],5%,-10%
O=C(CN1CCN(C(=O)CNC(=O)c2ccc(N3CCCC3=O)cc2)CC1)Nc1ccccc1Cl,nt,?,nt,-27%,nt,4%
CCO[C@H]1OC(C(=O)NC2CC2)=C[C@@H](C2CCCCC2)[C@@H]1CCCO,-3,?,3,26%,8%,15%
O=c1[nH]c(C2CCCN(S(=O)(=O)c3ccccc3Cl)C2)nc2c1nnn2Cc1ccc2c(c1)OCCO2 (configuration not stated),-2,13µM*,-11,?,nt,8%
CC1=C(C(=O)N(C)C)C(c2ccc(N3CCOCC3)cc2)NC(=O)N1 (configuration not stated),9,42%[activator],24,18%,-7%,-18%

Part of the list above, as labelled records.
molecule: CCCc1nnc(NC(=O)c2cc3ccccc3oc2=O)s1
  CHX counter: -1
  Pf growth 96h: 61%[activator]
  Shiga toxin inh: 10
  Pf growth 48h: 36%[activator]
  FBPA Giardia inh: -5%
  Sm TGR block: -1%

molecule: CC(CNS(=O)(=O)c1cc(Cl)ccc1Cl)CN(C)C (configuration not stated)
  CHX counter: -3
  Pf growth 96h: 12%
  Shiga toxin inh: -9
  Pf growth 48h: 2%
  FBPA Giardia inh: 0%
  Sm TGR block: 4%

molecule: O=CN1CCN(C(=S)NC(=O)c2ccc(Cl)cc2)CC1
  CHX counter: 2
  Pf growth 96h: 9%
  Shiga toxin inh: 14
  Pf growth 48h: -2%
  FBPA Giardia inh: 10µM*
  Sm TGR block: -16%

molecule: COc1ccccc1CNC(=O)COC(=O)C1CCN(S(=O)(=O)c2ccc(C)c(C)c2)CC1
  CHX counter: nt
  Pf growth 96h: 21%
  Shiga toxin inh: nt
  Pf growth 48h: -12%
  FBPA Giardia inh: nt
  Sm TGR block: -11%

Next section:
compound,CHX counter,Pf growth 96h,Shiga toxin inh,Pf growth 48h,FBPA Giardia inh,Sm TGR block
COc1ccccc1CN1CC(C(=O)NCCn2nc(C)cc2C)CCC1=O (configuration not stated),8,?,-9,4%,nt,1%
O=C(O)COc1ccc(NC(=O)c2ccc3c(c2)C(=O)N(Cc2ccccc2)C3=O)cc1,5,-27%,-7,?,8%,0%
O=C(CNC1CCCCC1)Nc1ccc([N+](=O)[O-])cc1C(=O)Nc1ccccc1F,0,?,-3,?,-8%,-2%
CC(/C=C/c1ccccc1)=N/NC(=O)CCC(=O)Nc1ccccc1C,2,30%[activator],7,56%[activator],0%,-8%
Cc1ccc(Cn2c(=N)c(C(=O)NCc3ccco3)cc3c(=O)n4ccccc4nc32)cc1,-1,0%,1,4.1µM*,-16%,-23%
O=C(NC(=S)Nc1ccccc1N1CCCC1)c1ccc(-c2cccc([N+](=O)[O-])c2)o1,9,64%[activator],28,-24%,-5%,?
O=C(CSc1nnc(CNC(=O)c2cccs2)o1)Nc1cccc(F)c1,-1,-14%,9,2%,nt,1%
Cc1ccc(SCC(=O)Nc2ccc(C(=O)Nc3ccc(O)cc3)cc2)cc1,3,?,4,56%,7%,nt
COc1ccc(/C=N/NC(=O)c2cc(=O)[nH]c3ccccc23)cc1OC,-3,63%[activator],22,-10%,3%,-1%
Cc1ccc(Sc2cc(NCCCO)c([N+](=O)[O-])c3nonc23)cc1,6,?,-8,?,?,3.5µM*
O=C(Nc1ccc(-c2cc3ccccc3oc2=O)c(Cl)c1)c1cccnc1,-2,6%,11,-1%,-6%,2%
O=C(c1ccc(CS(=O)Cc2ccc(Cl)cc2)o1)N1CCN(c2ccccn2)CC1 (configuration not stated),4,10µM*,12,-27%,-1%,?
Cc1ccc2c(c1)C1C=CCC1C(C(=O)O)N2 (configuration not stated),-5,2.6µM*,-14,?,-28%,0.71µM*
CCC(=O)Nc1nc2ccccc2n1Cc1ccccc1,2,?,-5,?,4%,0%
CC(C)CC(=O)CN1C(=O)C2(OCCO2)c2ccccc21,-1,6%,-9,1%,1%,2%
COC(=O)CNC(=O)C1CCCN1C(=O)CNC(=O)OC(C)(C)C (configuration not stated),9,nt,10,16%,0%,-2%

Two entries picked at random from those above:
compound,CHX counter,Pf growth 96h,Shiga toxin inh,Pf growth 48h,FBPA Giardia inh,Sm TGR block
O=C(Nc1ccc(-c2cc3ccccc3oc2=O)c(Cl)c1)c1cccnc1,-2,6%,11,-1%,-6%,2%
Cc1ccc(Cn2c(=N)c(C(=O)NCc3ccco3)cc3c(=O)n4ccccc4nc32)cc1,-1,0%,1,4.1µM*,-16%,-23%
